Screening results: PubChem BioAssay, University of Kansas High Throughput Screening Laboratory
mHTT CaM bind – disrupts binding of mutant huntingtin to calmodulin. actives 3.6% (n = 190,000). AlphaScreen His-mHTT/GST-CaM binding, luminescence. inhibition, % at 15 µM. P42858. AID 1671202;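 note: 0% = both proteins with DMSO and 100% = one protein alone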
Target sequence (P42858 whole entry, looked up, stated change not applied): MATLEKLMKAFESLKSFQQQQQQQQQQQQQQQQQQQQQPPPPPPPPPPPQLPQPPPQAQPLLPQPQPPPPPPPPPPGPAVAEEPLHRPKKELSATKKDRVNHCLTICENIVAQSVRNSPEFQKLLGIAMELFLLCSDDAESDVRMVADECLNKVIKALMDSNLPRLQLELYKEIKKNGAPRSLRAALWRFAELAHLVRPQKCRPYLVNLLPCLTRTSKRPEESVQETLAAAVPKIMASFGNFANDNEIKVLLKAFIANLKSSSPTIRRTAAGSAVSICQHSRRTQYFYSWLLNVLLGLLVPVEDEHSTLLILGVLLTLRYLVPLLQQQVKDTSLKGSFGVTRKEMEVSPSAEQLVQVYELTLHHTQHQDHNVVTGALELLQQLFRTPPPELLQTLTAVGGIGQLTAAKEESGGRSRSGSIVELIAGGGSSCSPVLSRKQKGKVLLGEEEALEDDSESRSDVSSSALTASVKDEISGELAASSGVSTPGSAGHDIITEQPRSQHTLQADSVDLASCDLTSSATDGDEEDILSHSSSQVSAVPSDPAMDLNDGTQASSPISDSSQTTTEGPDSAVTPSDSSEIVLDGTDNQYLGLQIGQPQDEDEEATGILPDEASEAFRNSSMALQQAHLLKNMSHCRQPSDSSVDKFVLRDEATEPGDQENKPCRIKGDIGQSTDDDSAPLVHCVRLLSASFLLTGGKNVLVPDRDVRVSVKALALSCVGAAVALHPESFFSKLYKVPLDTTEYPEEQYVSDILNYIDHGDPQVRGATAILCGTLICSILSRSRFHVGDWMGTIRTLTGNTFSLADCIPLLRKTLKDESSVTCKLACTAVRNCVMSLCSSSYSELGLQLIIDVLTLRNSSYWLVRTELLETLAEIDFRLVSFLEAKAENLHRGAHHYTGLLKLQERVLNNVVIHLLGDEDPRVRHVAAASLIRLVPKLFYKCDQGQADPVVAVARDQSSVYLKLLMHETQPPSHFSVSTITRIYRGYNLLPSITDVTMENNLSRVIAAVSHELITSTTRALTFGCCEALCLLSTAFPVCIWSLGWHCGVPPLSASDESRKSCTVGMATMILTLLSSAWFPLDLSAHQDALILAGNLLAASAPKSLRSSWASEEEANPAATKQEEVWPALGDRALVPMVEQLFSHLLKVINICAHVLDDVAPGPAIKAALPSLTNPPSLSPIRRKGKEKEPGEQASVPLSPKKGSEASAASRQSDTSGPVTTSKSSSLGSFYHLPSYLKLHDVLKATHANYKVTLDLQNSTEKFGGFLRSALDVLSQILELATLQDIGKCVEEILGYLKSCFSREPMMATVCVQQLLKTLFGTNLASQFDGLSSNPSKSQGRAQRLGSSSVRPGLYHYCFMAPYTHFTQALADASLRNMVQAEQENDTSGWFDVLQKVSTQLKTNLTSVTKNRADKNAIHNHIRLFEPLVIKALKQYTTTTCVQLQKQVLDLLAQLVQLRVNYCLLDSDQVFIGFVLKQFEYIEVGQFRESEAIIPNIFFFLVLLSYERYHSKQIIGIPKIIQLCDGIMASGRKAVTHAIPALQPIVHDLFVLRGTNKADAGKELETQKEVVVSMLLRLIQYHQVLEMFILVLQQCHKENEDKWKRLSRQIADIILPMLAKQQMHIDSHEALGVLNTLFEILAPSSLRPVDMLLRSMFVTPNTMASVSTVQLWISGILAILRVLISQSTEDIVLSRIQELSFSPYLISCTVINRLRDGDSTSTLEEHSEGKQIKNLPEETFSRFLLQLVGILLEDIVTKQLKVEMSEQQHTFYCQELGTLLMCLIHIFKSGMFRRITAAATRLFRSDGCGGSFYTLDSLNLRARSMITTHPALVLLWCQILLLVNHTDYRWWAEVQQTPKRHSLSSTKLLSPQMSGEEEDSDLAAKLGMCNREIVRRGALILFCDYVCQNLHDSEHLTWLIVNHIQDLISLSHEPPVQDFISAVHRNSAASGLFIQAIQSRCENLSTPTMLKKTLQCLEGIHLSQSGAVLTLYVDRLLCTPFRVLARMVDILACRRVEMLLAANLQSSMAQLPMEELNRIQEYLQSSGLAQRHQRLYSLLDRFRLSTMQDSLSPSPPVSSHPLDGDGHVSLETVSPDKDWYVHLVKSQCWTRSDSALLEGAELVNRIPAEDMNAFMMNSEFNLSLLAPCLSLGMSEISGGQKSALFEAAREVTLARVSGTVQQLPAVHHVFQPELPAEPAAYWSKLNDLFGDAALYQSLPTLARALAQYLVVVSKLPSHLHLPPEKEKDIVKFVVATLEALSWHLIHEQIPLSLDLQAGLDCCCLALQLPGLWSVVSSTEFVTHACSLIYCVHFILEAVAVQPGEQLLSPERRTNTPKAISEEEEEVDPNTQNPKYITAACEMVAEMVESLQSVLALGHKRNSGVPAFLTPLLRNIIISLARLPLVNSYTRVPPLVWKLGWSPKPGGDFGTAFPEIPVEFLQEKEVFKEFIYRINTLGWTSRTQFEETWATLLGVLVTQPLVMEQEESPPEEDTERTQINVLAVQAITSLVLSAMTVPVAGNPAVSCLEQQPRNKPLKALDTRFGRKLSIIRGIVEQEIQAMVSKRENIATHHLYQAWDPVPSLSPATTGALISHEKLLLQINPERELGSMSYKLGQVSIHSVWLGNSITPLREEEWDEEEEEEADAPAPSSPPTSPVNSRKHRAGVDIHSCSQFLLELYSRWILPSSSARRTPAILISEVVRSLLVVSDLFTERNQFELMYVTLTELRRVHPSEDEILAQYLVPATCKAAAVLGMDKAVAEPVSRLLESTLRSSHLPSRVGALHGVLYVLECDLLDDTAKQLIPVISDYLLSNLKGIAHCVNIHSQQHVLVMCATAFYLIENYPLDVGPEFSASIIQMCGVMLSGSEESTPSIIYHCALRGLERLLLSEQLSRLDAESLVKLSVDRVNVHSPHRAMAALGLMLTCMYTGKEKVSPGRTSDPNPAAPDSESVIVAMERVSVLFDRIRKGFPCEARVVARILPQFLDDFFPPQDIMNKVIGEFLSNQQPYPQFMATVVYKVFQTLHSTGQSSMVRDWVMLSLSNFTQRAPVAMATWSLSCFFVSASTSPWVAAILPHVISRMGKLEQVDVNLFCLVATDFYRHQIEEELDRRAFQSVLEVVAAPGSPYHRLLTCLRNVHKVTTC
Pf apPOL inh – Pf-apPOL DNA polymerase inhibition; Recombinant Pf-apPOL, molecular beacon fluorescence, 1.5 h; inhibition, % at 10 µM; actives 0.25% (n = 210,000); AID 1794808
Starred values were filed as active, the others as inactive; . = no result given; & = joins results of further samples. Cut-off read from the data, not from the text of the source: active = inhibition above about 50%; inactive = the rest.

Each structure is followed by: mHTT CaM bind	Pf apPOL inh
> Cc1ccc(NC(=O)Nc2nnc(SCC(=O)c3ccccc3)s2)cc1C
    7.3	5.5
> COc1ccc(NC(=O)Cn2nc([N+](=O)[O-])c([N+](=O)[O-])c2C)c(OC)c1
    5.0	-0.9
> COc1cc(C(=O)ON=C2C=C(C)C(=O)C(C)=C2)cc(OC)c1OC
    7.0	0.8
> O=C(C[n+]1cc(Br)cc(Br)c1)c1cccc([N+](=O)[O-])c1
    12.0	-1.1
> Cc1ccccc1CNC(=O)C1CCN(c2cncnc2N2CCCC2)CC1
    25.2	4.0
> Cc1ccc(NC(=O)C2CCN(c3nccc(C)n3)CC2)c(C)c1
    -10.6	-1.2
> Cc1ccc(-c2nc3ccccn3c2NC(=O)C(C)(C)C)cc1
    14.0	2.2
> N#CNC(=NC1CCCCC1)NC1CCCCC1
    .	1.1
> CC(C)c1cccc2c1OC(C(C)C)C(=O)N2 (centres undefined)
    .	-7.6
> CC(C(=O)Nc1nncs1)N1C(=O)c2ccccc2C1=O (centres undefined)
    9.0	-2.5
> Cc1cccc(CNC(=O)C2CCN(c3cncnc3N3CCCC3)CC2)c1
    21.9	8.3
> Cc1ccc(C(=O)Nc2cnc(-c3ccccc3)nc2)cc1
    1.6	-1.9
> CC(=O)c1ccc(N2CCN(C(=O)c3ccc(Cl)c(Cl)c3)CC2)c(F)c1
    -3.7	0.5
> COc1ccc(C)cc1NC(=O)C(C)(C)Oc1ccc(Cl)cc1
    -87.0	-0.6
> Cc1nnc(NC(=O)CSc2nc3c(c(=O)n2-c2ccc([N+](=O)[O-])cc2)SCC3)s1
    3.0	2.2

Given field by field: part of the list above.
Structure: Cc1ccc(-c2nc3ccccn3c2NC(=O)C(C)(C)C)cc1
- mHTT CaM bind: 14.0
- Pf apPOL inh: 2.2
Structure: N#CNC(=NC1CCCCC1)NC1CCCCC1
- mHTT CaM bind: .
- Pf apPOL inh: 1.1
Structure: CC(C)c1cccc2c1OC(C(C)C)C(=O)N2 (centres undefined)
- mHTT CaM bind: .
- Pf apPOL inh: -7.6
Structure: CC(C(=O)Nc1nncs1)N1C(=O)c2ccccc2C1=O (centres undefined)
- mHTT CaM bind: 9.0
- Pf apPOL inh: -2.5

Further results follow.
Each structure is followed by: mHTT CaM bind	Pf apPOL inh
> CCOc1ccc(CC(=O)N2CCc3nc4cc[nH]n4c(=O)c3C2)cc1
    4.4	-3.6
> COc1ccc(C=C2C(=O)N(c3ccc(Cl)c(Cl)c3)N=C2C)cc1
    .	-4.5&-3.9
> O=C(O)c1ccc(NC(=O)c2nccnc2C(=O)O)cc1
    -2.0	0.7
> Cc1ccccc1N(C)C(=O)C1CN(C(=O)c2ccncc2)CC12CCCCC2 (centres undefined)
    22.0	0.5
> CCC(Sc1nnnn1-c1ccccc1)C(=O)Nc1ccc(Br)cc1 (centres undefined)
    -23.4	-1.4
> CN(C)C(=O)COc1cc2oc(=O)c3c(c2cc1Cl)CCCC3
    1.0	1.9
> COc1ccc(OC)c(-c2cc3ccc(OCC=C(C)C)cc3oc2=O)c1
    -12.9	-4.8
> COc1ccc(N2C(C)=NS(=O)(=O)c3cccnc32)cc1Cl
    -0.9	-2.3
> O=S1(=O)[C@H]2C[C@H]3O[C@]2(CN1Cc1ccc(C(F)(F)F)cc1)[C@@H]1O[C@@H]13
    5.0	-5.6
> COc1cc(C(=O)N2CCN(C(=O)c3cccc(F)c3)CC2)cc(OC)c1OC
    -10.2	-9.0
> CCCCCC(=O)N1C[C@@H](O)[C@H](n2cc(-c3ccc(F)cc3)nn2)C[C@@H]1c1ccccc1
    -12.2	-3.8
> O=C(CSc1nc2ccccc2s1)NC1CCCCC1
    2.2	-1.2
> CC1CCN(C(=O)CCc2nnc(-c3cccc(Cl)c3)[nH]c2=O)CC1
    5.4	0.4
> O=C(C1CCN(c2ncccc2-c2nc(-c3cccc(F)c3)no2)CC1)N1CCOCC1
    29.7	-4.4
> OCCCn1c(-c2ccc(F)cc2)csc1=Nc1ccc(Cl)cc1
    87.0*	-3.8
> Cc1cc(C)c(S(=O)(=O)N2CCN(C)CC2)c(C)c1
    -1.7	1.3
> CCCCN(CC)C(=O)c1cc2cc3ccc(OC)cc3nc2s1
    8.0	-3.3
> Cc1ccc(NC(=O)N2CCc3nc(-c4ccc(Cl)cc4)ncc3C2)cc1
    -2.3	-3.6
> c1nc(NC2CCCCC2)c2c3c(sc2n1)CCCC3
    -3.4	6.9
> CCNC(=O)N1CCCC(c2cccc(C(=O)NCc3ccccc3C(F)(F)F)c2)C1 (centres undefined)
    -2.2	-3.0
> COc1ccccc1CNC(=O)C1CCN(c2cc(N3CCOCC3)ncn2)CC1
    0.5	-4.2
> N#CCC[C@@H]1CC[C@]2(CCCN(C(=O)C3CCCC3)C2)O1
    -1.3	-2.0
> O=C(Nc1ccc2c(c1)OCCO2)C1CCc2sc(C(=O)N3CCOCC3)cc2C1 (centres undefined)
    14.3	-2.5
> O=C(NCCCN1CCN(c2ccccc2)CC1)C1CC(=O)N(c2ccccc2)C1 (centres undefined)
    -2.1	1.7
> Cn1nnc(Sc2ccc([N+](=O)[O-])cc2)n1
    -1.5	.
> Cc1ccc(CSc2nc3nc(C)cc(C)n3n2)cc1
    11.0	-12.6
> CN(C)Cc1c(O)ccc2c1OC(=Cc1c(Cl)cccc1Cl)C2=O
    4.7	-3.7
> COc1ccc(CCNC(=S)NC23CC4CC(CC(C4)C2)C3)cc1OC
    -4.4	-4.1
> COc1ccc(/C=C2\CCC/C(=C\c3ccc(OC)c(OC)c3OC)C2=O)c(OC)c1OC
    36.0	8.8
> O=C(NCCOc1ccc(-c2ccccc2)nn1)c1ccc(=O)n(Cc2cccc(F)c2)n1
    9.2	-17.5
> O=C1CSC(c2ccc(Cl)cc2Cl)N1c1ccccn1 (centres undefined)
    -24.0	-3.9
> O=C(CN1CCN(c2ccc([N+](=O)[O-])cc2Cl)CC1)N1CCOCC1
    4.9	-4.4
> CN(CC(=O)N1N=C(c2ccccc2F)CC1c1ccccc1)C(=O)C1CC1 (centres undefined)
    20.4	0.3
> Cc1nnc(SCc2c(F)cccc2Cl)[nH]c1=O
    .	-4.9
> Cc1noc(C)c1C1CCCN1C(=O)Cn1nc(C(F)(F)F)cc1C (centres undefined)
    -7.2	-2.6
> C=CCn1c(-c2ccccc2Br)n[nH]c1=S
    -5.7	.
> CC(C)CNS(=O)(=O)C1CON(C)C1c1ccccc1Cl (centres undefined)
    -3.2	-1.0
> CCc1ccccc1NC(=O)CSCc1ccc(Cl)cc1
    -5.9	-4.5
> COc1ccc(-c2csc(NC(=O)c3ccccc3Cl)c2C(=O)O)cc1OC
    4.9	3.4
> COc1ccccc1-c1nc(S(=O)(=O)c2ccccc2)c(N(C)C)o1
    -3.0	-0.5
> Cn1ccnc1SCC(=O)Nc1ccc2nc(SCc3ccccc3F)sc2c1
    44.0	-0.2
> CCOC(=O)C[C@H]1c2cc(F)ccc2S(=O)(=O)N1C(C)(C)C
    -3.5&-3.5	-1.3
> COc1cccc(C(=O)Nc2cccn3ncnc23)c1
    0.2	0.3
> COc1ccc(N2CCN(C(=O)C(C)C)C(C)C2=O)cc1OC (centres undefined)
    -0.3	-2.4
> O=C1N=C(N2CCOCC2)S/C1=C\c1cccnc1
    4.0	-2.5
> CCNC(=O)C1CCN(c2nc3ccc(-c4cncnc4)nc3s2)CC1
    8.7	4.0
> Cc1cc(N)nn1Cn1cc(Cl)cn1
    -1.2	.
> COc1ccc(C)cc1NC(=O)c1cc(S(=O)(=O)NC2CCCC(C)C2C)ccc1F (centres undefined)
    11.0	30.1
> Cc1c(C(=O)NCc2ccccn2)oc2ccc(S(=O)(=O)N3CCC4(CC3)OCCO4)cc12
    34.0	24.0
> c1ccc(-c2noc(CSc3nc4ccccc4o3)n2)cc1
    -20.8	-5.9
> O=C(c1cnccn1)N1CCc2cc(-c3csc(C4CC4)n3)ccc21
    5.4	-1.6
> CCOc1ccc(NC(=O)CSc2nncc(=O)[nH]2)cc1
    -6.4	-4.5
> COc1ccc(NC(=O)C(=O)NCC2CCN(Cc3cc(C)oc3C)CC2)cc1Cl
    -2.3	-7.2
> O=C(c1ccc(Br)cc1)N1CCN(c2nc3ccc([N+](=O)[O-])cc3s2)CC1
    -3.4	20.1
> COc1ccc(C(=O)Nc2sc(C)c(C)c2C(N)=O)cc1Br
    0.3	-5.2
> CCCCN=Cc1cccn1-c1ccc([N+](=O)[O-])cc1
    9.0	-5.4
> COc1ccc(N2CCN(C(=O)c3csc4ccccc34)CC2)cc1
    6.8	-1.0
> CCCc1noc(-c2cccnc2N2CCCN(C(=O)c3ccc(C)cc3)CC2)n1
    -1.2	-7.1
> CCOc1ccc(OCCCOc2cc(C=O)ccc2OC)cc1
    -17.6	-10.6
> CCC(=O)N1CCN(c2nc3c(s2)CC(C(=O)Nc2ccc(CC)cc2)CC3)CC1 (centres undefined)
    2.3	-3.7

Additional records follow.
Each structure is followed by: mHTT CaM bind	Pf apPOL inh
> O=C1c2ccccc2C(=O)c2c(F)ccc(F)c21
    .	2.4
> COc1cc(NC(=O)c2ccccc2)c(Cl)cc1NC(C)=O
    1.2	3.2
> O=S(=O)(c1ccc(-c2csc(=Nc3ccccc3)n2CCO)cc1)N1CCCCC1
    45.0	5.5
> CCOc1ccc(C(=O)N(C)Cc2ccccc2)cc1OCC
    0.1	0.6
> O=C(c1cccc(Cl)c1)N1CC2CC1CC2NS(=O)(=O)c1cccs1 (centres undefined)
    0.4	-0.6
> Cc1ccc(C)c(S(=O)(=O)N2CCC(c3nc4cccnc4n3C)C2)c1 (centres undefined)
    2.5	-2.5
> O=C(c1ccc2snnc2c1)N1CCCCC1
    1.8	-4.4
> COc1ccc(C2CC(c3ccccc3)n3nc(N)nc3N2)cc1 (centres undefined)
    3.0	-1.8
> O=C1NCCCn2cc(S(=O)(=O)NCc3ccc(F)cc3)cc21
    -2.4	5.5
> O=C(NCc1ccccn1)C1CCN(c2ccc3c(c2)CCC3)C1=O (centres undefined)
    5.1	-7.1
> Cc1[nH]nc(-c2ccccc2)c1NC(=O)C(C)(C)C
    -3.9	3.9
> CN(CCCNC(=O)CCn1nc(-c2ccc(Cl)cc2)ccc1=O)Cc1ccccc1
    19.0	-16.2
> Cc1cc(Cl)ccc1OCC(=O)Nc1ncn[nH]1
    8.0	-2.2
> CCCCN(CC)C(=O)Cn1c(=O)n(-c2cccc(OC)c2)c(=O)c2sccc21
    -6.0	4.3
> O=C(Nc1ccc2oc(-c3ccccc3Br)nc2c1)c1ccc2c(c1)OCCO2
    1.0	5.9

Another view of four compounds above:
O=C(NCc1ccccn1)C1CCN(c2ccc3c(c2)CCC3)C1=O (centres undefined)
  mHTT CaM bind: 5.1
  Pf apPOL inh: -7.1

Cc1[nH]nc(-c2ccccc2)c1NC(=O)C(C)(C)C
  mHTT CaM bind: -3.9
  Pf apPOL inh: 3.9

CN(CCCNC(=O)CCn1nc(-c2ccc(Cl)cc2)ccc1=O)Cc1ccccc1
  mHTT CaM bind: 19.0
  Pf apPOL inh: -16.2

Cc1cc(Cl)ccc1OCC(=O)Nc1ncn[nH]1
  mHTT CaM bind: 8.0
  Pf apPOL inh: -2.2

(more compounds)
Each structure is followed by: mHTT CaM bind	Pf apPOL inh
> CC(=O)NCCc1c[nH]c2ccc(OCc3ccccc3)cc12
    10.4	-10.3
> N#CC1=CN(c2cc(F)cc(F)c2)c2cc(Cl)ccc2S1(=O)=O
    -6.6	-2.2
> Cc1cc2c3c(c1)C(C)CC(C)(C)N3C(=O)C2=O (centres undefined)
    16.7&37.2	-0.2
> COc1ccc(C=Nc2cccc(C(N)=O)c2)cc1
    21.0	2.2
> CCN(CC)C(=O)c1cc2c(s1)CCC(C(=O)N1CCN(C)CC1)C2 (centres undefined)
    3.1	-6.1
> COc1cccc(C2C3=C(Nc4c2c(=O)n(C)c(=O)n4C)c2ccccc2C3=O)c1 (centres undefined)
    5.0&3.2	1.4&-6.9
> C=CCNC(=O)C(=O)Nc1ccccc1OC
    -0.8	-4.1
> Cc1noc(CNC(=O)C2CCN(S(=O)(=O)c3cc(C)c(Cl)cc3Cl)CC2)n1
    -6.2	-5.5
> N#CCCn1cc(C=O)c(-c2cccs2)n1
    5.0	1.6
> Cc1ccccc1C(=O)N(C(C)C)C(C)C
    -3.7	0.4
> CCCCN1C(=O)C(C)(C(=O)NCc2ccc(C)cc2)Oc2cccnc21 (centres undefined)
    -9.9	-2.1
> O=C(NCC1(O)CCCC1)Nc1ccccc1Cl
    -6.2	-1.0
> O=C(ON=C(Cc1ccccc1)Cc1ccccc1)c1sc2ccccc2c1Cl
    .	-1.2
> CNC(=O)C1CCc2sc(C(=O)N3CCC(C)CC3)cc2C1 (centres undefined)
    2.3	-3.1
> COc1ccc(NC(=O)C2=C(C)Nc3ncnn3C2c2ccc(OC)cc2)cc1 (centres undefined)
    1.0	-1.6
> COc1ccc(NC(=O)CN2C(=O)C(c3ccccc3)=NC23CCC(C)CC3)cc1Cl (centres undefined)
    15.5	-7.1
> O=S1(=O)c2ccc(Br)cc2N2CCC[C@@H]2CN1C1CC1
    5.4	0.6
> O=C(c1cccc(Oc2cc(-c3ccccc3)ncn2)c1)N1CCCC1
    70.3*	60.4*
> Cc1ccc(NC(=O)CCN2C(=O)c3cccc([N+](=O)[O-])c3C2=O)cc1Cl
    11.0	4.2
> CCOc1ccc(NC(=O)C(C)N2C(=O)c3cccc([N+](=O)[O-])c3C2=O)cc1 (centres undefined)
    -2.1	-10.9
> CCN1C(=O)c2cccnc2Sc2cc(NC(=O)c3ccccc3F)ccc21
    5.8	-7.4
> O=C(c1ccc(Br)o1)N1CCCC(c2ccnc(Nc3ccccc3F)n2)C1 (centres undefined)
    45.5	-2.5
> Cc1cccc(-c2nc(C3CCN(C(=O)Cc4ccccc4Br)CC3)no2)c1
    -7.4	-4.0
> O=C(Cc1cccc(Cl)c1)N1CC2CN(S(=O)(=O)c3cccc(F)c3)CC(C1)O2
    7.3	0.0

This is a subset, so the mix of outcomes need not match the whole.
